PAFAH1B3 FP inh: inhibitors of human PAFAH1B3; inhibition, % at 3.39 µM; Q15102; 340,000 tested, 0.28% active; recombinant PAFAH1B3, FP-rhodamine probe, fluorescence polarization; AID 492972;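 active = inhibition above the screen-wide average of all tested compounds plus 3 SD, cut at about 25% in these data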;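 also: 0% = enzyme with DMSO only and 100% = wells lacking PAFAH1B3 protein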
ZTA DNA inh: blocks Epstein-Barr virus ZTA, an EBNA-1 counter-screen | ZTA-DNA binding, fluorescence polarization | inhibition, % at 11 µM | 320,000 tested, 0.15% active; in the data active = inhibition above about 33%
pPAFAH FP inh: inhibitors of human plasma PAF acetylhydrolase (pPAFAH); Q13093; recombinant pPAFAH, FP-rhodamine probe fluorescence polarization; inhibition, % at 3.39 µM; 330,000 tested, 1.5% active; AID 463082;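 active = inhibition above the mean inhibition across the screen plus 3 SD, cut at about 25% in these data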;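 also: inhibitors block binding of the rhodamine activity-based probe so polarization drops; 0% = enzyme with DMSO and 100% = wells lacking pPAFAH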
PREPL inh: inhibitors of human prolyl oligopeptidase-like enzyme PREPL; Q4J6C6; recombinant PREPL, fluorescence polarization activity-based probe; inhibition, % at 5.96 µM; 320,000 tested, 0.68% active; AID 2751; in the data active = inhibition above about 43%;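 also: 0% = enzyme with DMSO and 100% = wells lacking enzyme; many of its hits are not listed in these tables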
Target sequence (Q4J6C6 whole entry, looked up): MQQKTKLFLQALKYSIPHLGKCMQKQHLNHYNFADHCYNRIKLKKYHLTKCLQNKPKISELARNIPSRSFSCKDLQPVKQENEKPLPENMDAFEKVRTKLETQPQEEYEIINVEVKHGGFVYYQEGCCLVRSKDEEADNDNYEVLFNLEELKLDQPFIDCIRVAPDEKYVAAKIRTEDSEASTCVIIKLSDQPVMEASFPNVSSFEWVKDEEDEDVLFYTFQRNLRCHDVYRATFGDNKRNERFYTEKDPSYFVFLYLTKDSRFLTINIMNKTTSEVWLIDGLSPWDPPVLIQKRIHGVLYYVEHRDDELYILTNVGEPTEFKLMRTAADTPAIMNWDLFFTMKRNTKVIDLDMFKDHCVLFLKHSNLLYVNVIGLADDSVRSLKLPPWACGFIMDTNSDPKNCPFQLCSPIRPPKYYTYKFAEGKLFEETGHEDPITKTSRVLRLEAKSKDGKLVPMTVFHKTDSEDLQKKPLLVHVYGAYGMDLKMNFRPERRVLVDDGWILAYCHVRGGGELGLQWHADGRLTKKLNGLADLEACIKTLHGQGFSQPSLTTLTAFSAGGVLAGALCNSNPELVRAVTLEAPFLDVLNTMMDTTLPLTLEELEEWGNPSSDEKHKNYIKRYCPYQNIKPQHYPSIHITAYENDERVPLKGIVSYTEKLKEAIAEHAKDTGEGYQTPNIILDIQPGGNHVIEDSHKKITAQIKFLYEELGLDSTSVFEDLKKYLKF
EBNA-1 inh: blocks EBNA-1 binding to DNA. EBNA-1 DNA binding, fluorescence polarization. inhibition, % at 14.8 µM. 300,000 tested, 0.34% active. AID 1950; in the data active = inhibition above about 28%
PAFAH1B2 FP inh: inhibitors of human PAFAH1B2 | P68402 | recombinant PAFAH1B2, FP-rhodamine activity probe, fluorescence polarization | inhibition, % at 3.39 µM | 340,000 tested, 1.2% active;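 active = inhibition above the mean of all tested compounds plus 3 SD, cut at about 24% in these data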;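 also: 0% = enzyme with DMSO and 100% = wells lacking PAFAH1B2; many of its hits are not listed in these tables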
LYPLA1 counter: counter-screen for PME1 inhibitors: inhibitors of human LYPLA1 | recombinant LYPLA1, FP-Rh probe fluorescence polarization | O75608 | inhibition, % at 5.9 µM | 320,000 tested, 0.16% active | AID 2174;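 active = inhibition above the mean of all tested compounds plus 3 SD, set per campaign, cut at about 14% in these data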;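 also: inhibitors block serine hydrolase probe labeling of LYPLA1 so polarization falls; 0% = enzyme with DMSO and 100% = wells lacking LYPLA1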
LYPLA2 inh: blocks human lysophospholipase 2, a PME1 counter-screen; recombinant LYPLA2, FP-Rh probe fluorescence polarization; inhibition, % at 5.9 µM; 320,000 tested, 0.38% active; AID 2177;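 active = inhibition above the screen-wide mean plus 3 SD, limit set per campaign, cut at about 26% in these data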;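 also: 0% = LYPLA2 with DMSO and 100% = wells lacking LYPLA2 enzyme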
Target sequence (O95372 whole entry, looked up): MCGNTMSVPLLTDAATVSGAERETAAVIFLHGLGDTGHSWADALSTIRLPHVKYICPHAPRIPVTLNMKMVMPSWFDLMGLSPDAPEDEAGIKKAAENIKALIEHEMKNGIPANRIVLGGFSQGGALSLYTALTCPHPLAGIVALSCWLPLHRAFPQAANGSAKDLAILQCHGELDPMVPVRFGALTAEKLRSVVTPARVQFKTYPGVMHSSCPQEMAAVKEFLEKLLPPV
PAFAH2 FP inh: inhibitors of human PAFAH2 | Q99487 | recombinant PAFAH2, FP-rhodamine activity probe, fluorescence polarization | inhibition, % at 3.39 µM | 340,000 tested, 0.99% active;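 active = inhibition above the mean over all tested compounds plus 3 SD, cut at about 30% in these data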;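 also: inhibitors block probe labeling of enzyme so polarization drops; 0% = enzyme with DMSO and 100% = wells lacking PAFAH2 protein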
Starred values were filed as active, the others as inactive; x = no result given.

The line under a structure holds: PAFAH1B3 FP inh | ZTA DNA inh | pPAFAH FP inh | PREPL inh | EBNA-1 inh | PAFAH1B2 FP inh | LYPLA1 counter | LYPLA2 inh | PAFAH2 FP inh
> Cn1nc([N+](=O)[O-])nc1N1CCOCC1
→ 2 | -11 | 1 | 2 | 5 | -2 | 2 | 7 | 2
> Cc1csc(CN(C)C(=O)C2CCC(=O)N(Cc3ccc(Cl)cc3)C2)n1 (centres undefined)
→ 7 | 9 | 7 | -2 | -4 | 6 | -3 | -2 | -5
> Cc1ccnc(NC(=O)/C=C/c2ccccc2[N+](=O)[O-])c1
→ x | 11 | 1 | -6 | -8 | x | -2 | -2 | x
> CCN1CCN(c2oc(-c3ccc(OC)cc3)nc2C#N)CC1
→ -5 | 8 | 5 | 8 | -2 | 3 | 0 | -1 | -9
> CC(C)CN(C(=O)COC(=O)Cc1n[nH]c(=O)c2ccccc12)C1CCS(=O)(=O)C1 (centres undefined)
→ 4 | 8 | 0 | 3 | 9 | 3 | -3 | -7 | -1
> CC(=O)/C=C1/C(=O)Nc2ccccc21
→ 4 | -13 | 3 | 8 | -3 | -8 | 5 | 5 | -1
> Oc1cc2c(cc1CN1CCN(c3ncccn3)CC1)OCO2
→ -5 | -4 | 6 | 7 | -2 | 4 | 2 | 3 | 0
> CCN(CC)CCCNC(=O)c1cc2nc(-c3ccccc3)cc(C(F)(F)F)n2n1
→ 2 | 12 | 3 | -16 | -4 | 0 | 3 | 10 | -6
> O=C1C(c2ccc(F)cc2)N(C2CCCCC2)C(=O)CN1C1CCCC1 (centres undefined)
→ 1 | -7 | -1 | 9 | 4 | 5 | 0 | 0 | -4
> Cc1ccc(S(=O)(=O)CCC(=O)OCC(=O)NCc2ccc(Cl)cc2)cc1
→ 4 | -23 | 5 | 2 | -1 | 9 | 2 | -1 | 1
> O=C(c1cccc(S(=O)(=O)N2CCCc3ccccc32)c1)N1CCN(c2ccccc2)CC1
→ 4 | x | 2 | 19 | x | 14 | x | x | 1
> COc1ccc(Nc2nc(-c3cccs3)nc3ccccc23)cc1S(=O)(=O)N1CCOCC1
→ -21 | -1 | -19 | -3 | -1 | -16 | -38 | -68 | -23
> CCCCC(=O)Nc1ccc(C(=O)NNC(=S)NC(=O)c2ccco2)cc1
→ 6 | 7 | 9 | 7 | 11 | 2 | 3 | 7 | 4
> COc1ccc(S(=O)(=O)NCc2cccnc2)cc1Br
→ 7 | 11 | 3 | -2 | 1 | 3 | -2 | 0 | 4
> O=C(NC(NC(=S)Nc1ccccc1C(=O)O)C(Cl)(Cl)Cl)c1ccco1 (centres undefined)
→ 4 | 4 | 3 | -3 | 21 | 8 | -1 | -3 | 8
> COCCCNc1nc(N)c([N+](=O)[O-])c(NC2CCCCC2)n1
→ -2 | 6 | 13 | 2 | -3 | 7 | -3 | 5 | -5
> O=C(NN1C(=O)/C(=C/c2cccs2)SC1=S)c1cccnc1
→ x | 17 | 2 | 2 | 5 | x | -1 | 6 | x
> CCOCCCNC(=O)C(c1ccc(C)cc1)N(Cc1cccs1)C(=O)c1ccccn1 (centres undefined)
→ 4 | -18 | -8 | 12 | -5 | 1 | 5 | 1 | -6
> COCC1CCCCN1C(=O)c1cccc(OC2CCN(C(=O)C3CC3)CC2)c1 (centres undefined)
→ 6 | -12 | 4 | 17 | -3 | -1 | 4 | 5 | 3
> CN(CC(=O)Nc1ccc(F)cc1)C(=O)CN1C(=O)NC2(CCCCC2)C1=O
→ 4 | x | -1 | 18 | x | 5 | x | x | -2
> CCS(=O)(=O)c1ccc(C(=O)Nc2cccc(Cl)c2)c(Cl)c1Cl
→ -4 | 3 | -6 | 6 | -6 | -2 | -9 | -14 | -2
> Cn1c(SCC(=O)NNC(=O)Cc2ccccc2)nc2ccccc2c1=O
→ 13 | -7 | 1 | -10 | -3 | 0 | 1 | -1 | 6
> O=C(OC(C(=O)NCC1CCCO1)c1ccccn1)c1cccs1 (centres undefined)
→ -5 | -15 | 5 | 4 | 9 | -1 | 1 | -2 | 7
> COc1ccc(OC)c(-c2nc3c(C)n[nH]c(=O)c3[nH]2)c1
→ 5 | 11 | 4 | -1 | 10 | 6 | -4 | -2 | 6
> Cc1c(-c2ccc(Cl)cc2)oc(=O)c2c(N)n(-c3ccccc3)nc12
→ -2 | -18 | 12 | -9 | 8 | 4 | -6 | -3 | 4
> O=C(NCc1ccccn1)c1nn(-c2ccccc2)c(=O)c2ccccc12
→ 7 | -3 | 3 | 6 | 5 | -1 | 0 | -1 | -3
> CCOC(=O)Nc1cc(OC)c(OC)cc1Cc1nccc2cc(OC)c(OC)cc12
→ 13 | 11 | 1 | 3 | 1 | -1 | 2 | 4 | 5
> Cc1cc(C)cc(NC(=O)N2CCNC(=O)C2CC(=O)Nc2cc(Cl)ccc2Cl)c1 (centres undefined)
→ -3 | 0 | -5 | 1 | -9 | 4 | -4 | -10 | 2
> O=C(Nc1cccc(S(=O)(=O)N2CCOCC2)c1)C1CCCN(C(=O)c2ccc(Cl)cc2)C1 (centres undefined)
→ -1 | 14 | 2 | -4 | 1 | 5 | 2 | 3 | -6
> Cc1cccc(C2c3[nH]c4ccccc4c3CCN2C(=O)c2ccc(=O)[nH]c2)n1 (centres undefined)
→ 1 | -11 | 2 | -3 | 9 | 1 | 2 | -5 | 4
> Cc1nn(C)c(Cl)c1S(=O)(=O)N1CCC(CO)(CCc2ccccc2)CC1
→ 3 | 11 | -3 | 12 | -12 | 4 | -1 | -2 | 6
> COC(=O)c1ccc(CN(c2ccc(OC)cc2)S(=O)(=O)c2ccccc2)cc1
→ 5 | 2 | 5 | -37 | -8 | 1 | -1 | -3 | -2
> Nc1nc2c(nc(SCc3ccccc3Br)n2C2OC(CO)C(O)C2O)c(=O)[nH]1 (centres undefined)
→ 5 | 6 | 4 | -5 | 6 | 1 | -1 | -8 | 10
> COC(=O)COc1ccc2c(=O)c(Oc3ccccc3)c(C)oc2c1
→ 9 | -5 | 3 | -15 | -6 | 7 | 2 | 0 | 3
> Cc1ccc(S(=O)(=O)N2CCC(C(=O)Nc3ccc(S(=O)(=O)N4CCCC4)cc3)CC2)cc1
→ -3 | 14 | -11 | 9 | 3 | 8 | -7 | -19 | -3
> O=C(Cc1cscn1)c1ccc(O)cc1O
→ 8 | 0 | 5 | 16 | 1 | 7 | 1 | 2 | 5
> O=C(N1CCCCCC1)N1CCN(S(=O)(=O)c2cccc([N+](=O)[O-])c2)CC1
→ 3 | -3 | -5 | -1 | -9 | -1 | 0 | -7 | 2
> Cc1ccc(-c2nn(-c3ccccn3)c(=O)c3ccccc23)cc1C
→ 2 | -1 | 8 | 14 | 2 | 1 | 2 | 4 | -3
> CSC(=NNC(=O)c1ccccc1O)SC
→ -1 | -6 | 2 | 0 | -9 | 4 | 1 | 0 | 6
> Cc1cc(C)n(CCCNC(=O)C(C)(C)Oc2ccc(Cl)cc2)n1
→ -1 | -2 | 4 | 1 | x | 7 | -2 | 4 | -3
> COc1ccc(C)cc1Nc1n[n+](-c2ccccc2)c(-c2cc(OC)c(OC)cc2Br)s1
→ -1 | -11 | 2 | 5 | -6 | -1 | 0 | 0 | -4
> CN1CCN(S(=O)(=O)c2ccc(=O)[nH]c2)CC1
→ 9 | -1 | 6 | 0 | 5 | 8 | -1 | 3 | -3
> COc1ccc(-c2noc(C3CCCN(C(=O)c4cccs4)C3)n2)cc1 (centres undefined)
→ -1 | -7 | 3 | 3 | 3 | 0 | 4 | 0 | -7
> Cc1ccc(C(=O)Nc2ccc(O)cc2C(=O)O)cc1C
→ 10 | 13 | 5 | 1 | 3 | 11 | -2 | -1 | 14
> NC(=O)c1ccc(C2SCC(=O)N2Cc2ccccc2)cc1 (centres undefined)
→ 4 | 11 | 1 | -4 | 0 | 8 | 2 | 4 | -1
> COC(=O)C1CCN(C(=O)c2ccc(Cl)c(S(=O)(=O)NCc3ccco3)c2)CC1
→ 7 | x | 4 | 5 | x | 1 | x | x | 9
> C#CCOc1coc(COC(=O)c2ccccc2)cc1=O
→ 8 | 6 | 0 | 6 | 2 | 4 | 2 | 5 | 50*
> COc1ccc(CCNC2=CC(=O)N(c3ccc(F)cc3)C2=O)cc1
→ 7 | -5 | 4 | -2 | 6 | -1 | 8 | 8 | -5
> O=C(OCc1ccc(COC(=O)c2ccccn2)cc1)c1ccccn1
→ 4 | 4 | 4 | -2 | 8 | 2 | -3 | 1 | 3
> Nc1ncc(-n2cncn2)c(-c2ccc(Cl)cc2)n1
→ 7 | 14 | 0 | -8 | -1 | -2 | 2 | 8 | -4
> CCSc1nc2c(c(=O)n1CC)SC(C)C2 (centres undefined)
→ 1 | -2 | 3 | 10 | 5 | 7 | 4 | 1 | 0
> CC(=O)c1sc(NC(=O)COc2ccc(Cl)cc2Cl)nc1C
→ 7 | -8 | -3 | 6 | -16 | 0 | 2 | -3 | 13
> O=C(c1ccc(-c2cccc(C(F)(F)F)c2)o1)N1CCOCC1
→ 6 | -6 | 11 | 3 | 9 | 5 | 3 | 8 | 1
> O=C(O)CC(NS(=O)(=O)c1c(F)cc(F)cc1Br)c1ccccc1Cl (centres undefined)
→ 6 | -5 | 4 | -7 | -6 | 3 | -5 | 1 | 2
> CN(C)C(/C=C/Nc1ccc(C#N)cc1)=C(C#N)C#N
→ 4 | -14 | -5 | 18 | -9 | 5 | 2 | 7 | -3
> COCCCNC(=O)c1c(N)n(-c2ccc(S(N)(=O)=O)cc2)c2nc3ccccc3nc12
→ 0 | 25 | 5 | -7 | 113* | 0 | -1 | 3 | 5
> COC(=O)/C=C/C(=O)N1CCN(c2ccccc2)CC1
→ 3 | 12 | 5 | -2 | -3 | 0 | 5 | 10 | -4
> CC(NC(=O)CNC(=O)c1sc2ccccc2c1Cl)c1cccnc1 (centres undefined)
→ 4 | -8 | -4 | -1 | -5 | 4 | -2 | -5 | 0
> CC(=O)Nc1cccc(NC(=O)CSc2nc(=O)n(CCCN3CCOCC3)c3c2CCC3)c1
→ 11 | -16 | -5 | 4 | -17 | 2 | 0 | -4 | 3
> CC(C)(C)c1cc(CN2CCN(CCO)CC2)cc(C(C)(C)C)c1O
→ 7 | -4 | -4 | 0 | -4 | 6 | 0 | 0 | -3

The results go on.
The line under a structure holds: PAFAH1B3 FP inh | ZTA DNA inh | pPAFAH FP inh | PREPL inh | EBNA-1 inh | PAFAH1B2 FP inh | LYPLA1 counter | LYPLA2 inh | PAFAH2 FP inh
> O=C(CSc1nc2c(sc3ccccc32)c(=O)n1CCCN1CCCC1)NCc1ccccc1
→ 5 | -1 | 4 | 32 | 5 | -1 | -3 | 0 | 5
> COc1ccc2c(c1)[C@H]1[C@H](CO2)[C@H](c2ccccc2)[C@]2(C)C(=O)Nc3cc(F)c(F)cc3C(=O)N12
→ 0 | -8 | 3 | -7 | -8 | -2 | -15 | -33 | -12
> Cc1ccc(C(=O)O/N=C(\N)c2cccnc2)cc1[N+](=O)[O-]
→ 4 | -16 | 9 | 2 | -2 | 4 | 5 | 5 | 0
> COc1ccccc1C(=O)NC(CCSC)C(=O)N1CCN(C/C=C/c2ccccc2)CC1 (centres undefined)
→ 8 | 5 | 1 | -23 | 2 | 8 | 18* | 38* | -2
> COc1ccc2ccccc2c1C1CC(=O)N2CN(Cc3ccco3)CSC2=C1C#N (centres undefined)
→ 0 | 12 | 7 | -3 | 5 | 5 | -9 | -16 | 4

Complete entries, quoted from the list. Screens in order: PAFAH1B3 FP inh	ZTA DNA inh	pPAFAH FP inh	PREPL inh	EBNA-1 inh	PAFAH1B2 FP inh	LYPLA1 counter	LYPLA2 inh	PAFAH2 FP inh
Cc1ccc(C(=O)O/N=C(\N)c2cccnc2)cc1[N+](=O)[O-] in the list: 4	-16	9	2	-2	4	5	5	0
COc1ccccc1C(=O)NC(CCSC)C(=O)N1CCN(C/C=C/c2ccccc2)CC1 (centres undefined) in the list: 8	5	1	-23	2	8	18*	38*	-2

Screening results (PubChem)

Only part of the results is shown. The share of hits here may be higher or lower than overall.
